EPAC2 ag: agonists of human EPAC2 (RAPGEF4); AID 720711; Q8WZA2; Potency, µM (titrated, usually from 154 µM), for inactives: at the top dose activation, hits mostly activators; EPAC2 activation, biochemical qHTS; response scale: 100% = 6.5 mM cAMP response; hit rate 0.079% among 360,000; further: potency means the concentration at half of the fitted maximal effect; nearly all actives have a fitted effect of over 50% in size
Target sequence (Q8WZA2 whole entry, looked up): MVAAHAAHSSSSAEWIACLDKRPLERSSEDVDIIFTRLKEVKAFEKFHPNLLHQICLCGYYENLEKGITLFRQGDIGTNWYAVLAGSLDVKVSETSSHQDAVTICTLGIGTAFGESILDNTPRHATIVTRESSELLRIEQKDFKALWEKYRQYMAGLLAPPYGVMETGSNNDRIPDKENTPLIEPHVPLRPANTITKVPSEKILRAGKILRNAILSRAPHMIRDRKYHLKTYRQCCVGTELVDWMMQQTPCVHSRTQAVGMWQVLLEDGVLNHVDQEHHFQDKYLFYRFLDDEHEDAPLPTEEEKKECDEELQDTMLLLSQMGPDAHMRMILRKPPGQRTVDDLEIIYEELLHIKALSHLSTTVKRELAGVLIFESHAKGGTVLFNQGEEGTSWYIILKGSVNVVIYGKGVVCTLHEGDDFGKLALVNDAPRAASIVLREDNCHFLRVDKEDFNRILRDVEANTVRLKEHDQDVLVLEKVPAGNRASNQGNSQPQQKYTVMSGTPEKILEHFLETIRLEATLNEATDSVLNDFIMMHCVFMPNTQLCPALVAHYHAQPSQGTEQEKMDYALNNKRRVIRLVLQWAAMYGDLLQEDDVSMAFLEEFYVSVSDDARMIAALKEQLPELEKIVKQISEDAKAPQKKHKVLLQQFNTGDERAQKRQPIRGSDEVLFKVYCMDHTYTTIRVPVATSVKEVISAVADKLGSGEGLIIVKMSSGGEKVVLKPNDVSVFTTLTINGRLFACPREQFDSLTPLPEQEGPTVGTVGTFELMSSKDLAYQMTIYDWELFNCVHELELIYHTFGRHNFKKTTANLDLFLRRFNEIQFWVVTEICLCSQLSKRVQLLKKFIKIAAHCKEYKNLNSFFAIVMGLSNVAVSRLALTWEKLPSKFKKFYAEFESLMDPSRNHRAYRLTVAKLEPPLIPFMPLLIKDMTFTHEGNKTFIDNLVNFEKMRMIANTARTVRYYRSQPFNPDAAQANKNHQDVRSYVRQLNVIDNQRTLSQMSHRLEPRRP
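EPAC2 (100 nM) mixed with Rap1B loaded with BODIPY-GDP (250 nM) plus 50 uM unlabeled GDP; compounds pinned in, 5 min RT, then read every 5 min for 30 min (ex 480, em 540 nm). Normalized to cAMP control.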
D3 antag: D3 dopamine receptor (human) antagonism; P35462; D3R cells, DiscoveRx beta-arrestin luminescence, antagonist mode; stronger effect = lower value; max response, negative = inhibition, %; hit rate 2.5% among 360,000; AID 652054; in the data active means max response below about -50%; inconclusive means no clear call, values can overlap the other calls; further: on the % scale 0 is the no-effect control and ±100 the full control effect; mostly tested at two doses, the higher about 12 µM
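Cells plated overnight at 1500 cells/well, then exposed to library compounds with dopamine controls for 90 minutes at 37 degrees C. DiscoveRx reagent added for 30–60 minutes at room temperature; luminescence read, quantitative HTS format.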
Akt phos inh: blocks phosphorylation of Akt | activity change, % for hits at 50 µM | Neuro2A IGF-stimulated pAkt S473 HTRF, 20 min; stronger effect = lower value | AID 651550 | hit rate 0.32% among 360,000; in the data active means activity change below about -80%; inconclusive means mostly about -51% to -80%; further: on the % scale 0 is the no-effect control and ±100 the full control effect
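Neuro2A cells (4,500/well, DMEM with 0.5% FBS) were treated with compound at a single 50 µM final concentration, stimulated with 6 nM IGF for 20 min at 37 °C, and lysed. Phospho-Akt Ser473 was read by HTRF as 665/615 ratio ×10^4.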
EPAC2 antag: blocks human EPAC2 exchange factor. Q8WZA2. hit rate 0.18% among 360,000. AID 720708. Potency, µM (series often up to 114 µM), for inactives: at the highest dose activity, negative = inhibition, hits mostly inhibitors. EPAC2 GEF exchange of Rap1B-BODIPY-GDP, fluorescence; further: potency means the concentration at half of the fitted maximal effect; on the % scale 0 is the no-effect control and ±100 the full control effect; nearly all actives have a fitted effect of over 45% in size; many of its hits are not listed in these tables
CCT modulator: modulators of cytosolic chaperonin (CCT/TRiC) activity. purified chaperonin ATPase assay, HTRF ADP detection, 30 min. activity change, % (no concentration beside the values), hits read low. hit rate 0.3% among 360,000. AID 651819; in the data active means activity change below about -30%; further: on the % scale 0 is the no-effect control and ±100 the full control effect
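TRiC at 40 or 20 nM final (batch-dependent) in 30 mM Tris pH 7.4, 100 mM KCl, 5 mM MgCl2, 1 mM DTT, with compound at single 76 uM and 10 uM ATP, 30 min at 37 deg C. ADP detected by HTRF Transcreener, 665/615 ratio.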
Mm-Cpn inhibitor: M. maripaludis TRiC chaperonin inhibition | AID 504842 | purified Mm-Cpn ATPase, ADP Transcreener TR-FRET | hit rate 0.031% among 330,000 | Potency, µM (doses to about 76.9 µM), inactives show top-dose activity, negative = inhibition, hits mostly inhibitors; further: potency means the concentration at half of the fitted maximal effect; on the % scale 0 is the no-effect control and ±100 the full control effect; nearly all actives have a fitted effect of over 80% in size
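ATPase turnover read by TR-FRET ADP competition (Eu cryptate antibody/ADP-d2, 665/590 nm): 10uM ATP final, 25nM Mm-CPN final, 30 min 37degC after 10-min compound preincubation, pH 7.4 Tris/KCl/MgCl2/DTT buffer.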
DRD3 agonist: D3 dopamine receptor (human) agonism | P35462 | D3R DiscoveRx beta-arrestin cells, luminescence, 90 min | max activation, % | hit rate 0.58% among 410,000 | AID 652048; in the data active means max activation above about 30%; further: 0% is about no effect; mostly tested at two doses, the higher about 12 µM
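Cells at 1500/well, incubated overnight, then treated with pinned compounds (dopamine as control) for 90 min at 37 degrees C. DiscoveRx reagent added for 30 - 60 minutes at room temperature; luminescence read.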
PTHR1 agonist: PTHR1 (human) receptor agonism; hit rate 0.075% among 410,000; HEK293 GP2 PTHR1 cells, GloSensor cAMP luminescence, 1 h; Potency, µM (series often up to 115 µM), for inactives: at the top dose activation, actives largely listed as activators; AID 743266; further: potency means the concentration at half of the fitted maximal effect; nearly all actives have a fitted effect of over 55% in size; some results filed as inactive show a strong effect at the top dose; inactives centre near -15; many of its hits are not listed in these tables
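HEK-293-derived GP2 cells expressing PTHR1 and a GloSensor cAMP reporter, 3,000/well, plated overnight, given luciferin plus IBMX (each 0.5 mM as added) for 1 h at 37 °C, then compound for 1 h at 37 °C. Luminescence was read after 15 min at room temperature.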
The depositor's hits bear a star; i = inactive; ? = inconclusive; . = no result given; [ ] = remark or other dose. Unless noted, the call rests on the fitted dose curve; in most records, active means well fitted curve in the direction sought with a large enough effect; inconclusive means small, poorly fitted or top-dose-only effect, or another doubt; inactive means no such curve, though single readings can be large; an effect the other way counts as inactive or inconclusive. Only part of the results is shown, so the mix of outcomes need not match the whole.

SMILES,EPAC2 ag,D3 antag,Akt phos inh,EPAC2 antag,CCT modulator,Mm-Cpn inhibitor,DRD3 agonist,PTHR1 agonist
CCn1c(SCC(=O)Nc2ccccc2C)nc2nc3c(cc2c1=O)COC(C)(C)C3,5%,24,i,2%,-0.7,-1%,8,i
CC1Cc2ccccc2N1C(=S)NC(=O)c1cccc(Br)c1 (stereo not drawn),1%,13,i,-1%,-0.7,-12%,12,i
CCCNC(=O)CC(NS(=O)(=O)c1ccc(Cl)cc1)c1ccco1 (stereo not drawn),6%,17,i,-4%,-0.7,1%,-2,i
COC(=O)[C@@]1(Cc2ccc(OC)cc2)[C@@H]2[C@@H](CC(=O)[C@H]2CC(=O)C(=O)N(C)C)CN1C(=O)c1ccccc1,6%,-10,i,1%,0.2,1%,0,-11%
O=C(CSc1nnc(-c2ccc(F)cc2)o1)Nc1ccccc1N1CCOCC1,5%,11,i,19%[57.1 µM],-1.6,.,2,-19%[57.5 µM]
O=C(/C=C\c1ccc2c(c1)OCO2)Nc1c2c(nn1-c1ccc(Cl)cc1)CSC2,1%,-20,i,7%,-1.1,-17%,-3,-17%
Cc1ccc(NC(=O)C(=O)NCc2ccccn2)cc1,4%,0,i,7%,-0.3,3%,-3,-10%
Nc1nccnc1C(=O)N/N=C/c1ccco1,10%,26,i,-1%,0.1,0%,3,i
O=C(Nc1cccc2c1CCCC2)c1ccncc1,12%,-11,i,-1%,-1.0,2%,-25,-5%[57.5 µM]
CCCC(C)(C)C(=O)N1CCC1(C)C(=O)NS(=O)(=O)c1ccc(Br)cc1 (stereo not drawn),4%,15,i,-10%,-1.0,.,5,i
C=C(C)c1cccc(C(C)(C)NC(=O)Nc2ccc(C(N)=O)cc2)c1,6%,-19,i,-21%,-4.0,1%,-9,-71%[inhibitor]
CCOC(=O)Cc1csc(NC(=O)c2cccc([N+](=O)[O-])c2)n1,10%,-5,i,-13%,-1.1,3%,-8,-26%
CCN(CC)CCNC(=O)CCc1nn(C)c(=O)c2ccccc12,2%,15,i,-1%,-5.5,1%,-3,i
O=C(NC1CCC(O)CC1)c1ccc2c(c1)S(=O)(=O)N=C1CCCCCN12 (stereo not drawn),6%,17,i,18%,-0.3,-1%,-1,i
COc1ccc(-c2nc3n(n2)C(c2ccncc2)C(C(N)=O)=C(C)N3)cc1 (stereo not drawn),5%,-59*,i,14%,3.6,0%,-3,-23%
O=C(Nc1nc2ccc(F)cc2s1)c1ccccn1,1%,-73*,i,-3%,0.3,0%,-25,-33%
COc1ccc2c(c1)CC/C(=C/c1ccncc1)C2=O,-5%,-1,i,-12%,-1.0,2%,-2,-81%[inhibitor]
COC(=O)c1cn(NC(=O)c2ccc(OC)c([N+](=O)[O-])c2)c(=O)c2ccccc12,12%,0,i,-2%,-9.7,0%,5,i
CC1=NN(Cc2ccccc2)C(=O)/C1=C/c1ccc(N(C)C)cc1,0%,-29,.,-7%,-1.9,0%,5,7%[57.5 µM]
Cc1ccc(OCCn2cc(Br)c(=O)[nH]c2=O)cc1,0%,7,i,4%,-1.2,2%,3,i
COc1ccc(C(C(=O)NC2CCCC2)N(Cc2cccnc2)C(=O)Cc2cccs2)cc1OC (stereo not drawn),10%,2,i,-3%,-1.0,0%,0,i
O=c1sc2ccccc2n1Cc1ccccc1,3%,6,i,-20%,-5.5,0%,-2,i
COc1cccc2sc(=NC(=O)CS(=O)(=O)c3ccc(Cl)cc3)n(C)c12,8%,6,i,-4%,0.3,-7%,11,-12%
CC(C)(C)NC(=O)COC(=O)c1ccc(NC(=O)CC#N)cc1,4%,9,i,4%,1.4,2%,2,i
CC(=O)n1c(-c2ccccc2)c(CO)c2ccccc21,1%,28,i,6%,-3.6,0%,17,i

Rewritten field by field: entries from further up
O=C(CSc1nnc(-c2ccc(F)cc2)o1)Nc1ccccc1N1CCOCC1
  EPAC2 ag: 5%
  D3 antag: 11
  Akt phos inh: i
  EPAC2 antag: 19%[57.1 µM]
  CCT modulator: -1.6
  Mm-Cpn inhibitor: .
  DRD3 agonist: 2
  PTHR1 agonist: -19%[57.5 µM]
CCCNC(=O)CC(NS(=O)(=O)c1ccc(Cl)cc1)c1ccco1 (stereo not drawn)
  EPAC2 ag: 6%
  D3 antag: 17
  Akt phos inh: i
  EPAC2 antag: -4%
  CCT modulator: -0.7
  Mm-Cpn inhibitor: 1%
  DRD3 agonist: -2
  PTHR1 agonist: i
CC(C)(C)NC(=O)COC(=O)c1ccc(NC(=O)CC#N)cc1
  EPAC2 ag: 4%
  D3 antag: 9
  Akt phos inh: i
  EPAC2 antag: 4%
  CCT modulator: 1.4
  Mm-Cpn inhibitor: 2%
  DRD3 agonist: 2
  PTHR1 agonist: i
COc1ccc(C(C(=O)NC2CCCC2)N(Cc2cccnc2)C(=O)Cc2cccs2)cc1OC (stereo not drawn)
  EPAC2 ag: 10%
  D3 antag: 2
  Akt phos inh: i
  EPAC2 antag: -3%
  CCT modulator: -1.0
  Mm-Cpn inhibitor: 0%
  DRD3 agonist: 0
  PTHR1 agonist: i

Continued:
SMILES,EPAC2 ag,D3 antag,Akt phos inh,EPAC2 antag,CCT modulator,Mm-Cpn inhibitor,DRD3 agonist,PTHR1 agonist
CC(C)(O)c1nnn(-c2ccccc2)c1C(F)(F)F,6%,?,i,-3%,-3.8,2%,-2,-3%
Cc1cc2cc(C#N)c(SCC(=O)Nc3nonc3C)nc2cc1C,7%,-17,i,1%,-1.5,0%,-4,-48%[inhibitor]
O=C(c1cccc(Cl)c1)N1CCC2CC1c1cc(N3CCOCC3)ccc12 (stereo not drawn),0%,2,i,14%,-0.5,.,1,-23%
Cc1c(C(=O)N2CCC3(CC2)CC(=O)c2ccccc2O3)cccc1[N+](=O)[O-],-1%,36,i,-5%,-1.3,0%,5,-94%[inhibitor]
COc1ccc(OC)c(NC(=O)C(=O)NCCC2=CCCCC2)c1,16%,1,i,-8%,-2.8,-1%,-1,-12%

Whole records, quoted from the list. Values in the order: EPAC2 ag | D3 antag | Akt phos inh | EPAC2 antag | CCT modulator | Mm-Cpn inhibitor | DRD3 agonist | PTHR1 agonist
CC(C)(O)c1nnn(-c2ccccc2)c1C(F)(F)F reads 6% | ? | i | -3% | -3.8 | 2% | -2 | -3%
Cc1cc2cc(C#N)c(SCC(=O)Nc3nonc3C)nc2cc1C reads 7% | -17 | i | 1% | -1.5 | 0% | -4 | -48%[inhibitor]
COc1ccc(OC)c(NC(=O)C(=O)NCCC2=CCCCC2)c1 reads 16% | 1 | i | -8% | -2.8 | -1% | -1 | -12%
O=C(c1cccc(Cl)c1)N1CCC2CC1c1cc(N3CCOCC3)ccc12 (stereo not drawn) reads 0% | 2 | i | 14% | -0.5 | . | 1 | -23%
